High-throughput results from PubChem.
GPR151 activ: activates the human receptor GPR151; PathHunter beta-arrestin GPR151 cells, luminescence; activation, % at 11.2 µM; actives 1% (n = 650,000); in the data active = activation above about 4.9%;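 note: 0% = median of compound wells and 100% = cells with positive control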
Target sequence (Q8TDV0 whole entry, looked up): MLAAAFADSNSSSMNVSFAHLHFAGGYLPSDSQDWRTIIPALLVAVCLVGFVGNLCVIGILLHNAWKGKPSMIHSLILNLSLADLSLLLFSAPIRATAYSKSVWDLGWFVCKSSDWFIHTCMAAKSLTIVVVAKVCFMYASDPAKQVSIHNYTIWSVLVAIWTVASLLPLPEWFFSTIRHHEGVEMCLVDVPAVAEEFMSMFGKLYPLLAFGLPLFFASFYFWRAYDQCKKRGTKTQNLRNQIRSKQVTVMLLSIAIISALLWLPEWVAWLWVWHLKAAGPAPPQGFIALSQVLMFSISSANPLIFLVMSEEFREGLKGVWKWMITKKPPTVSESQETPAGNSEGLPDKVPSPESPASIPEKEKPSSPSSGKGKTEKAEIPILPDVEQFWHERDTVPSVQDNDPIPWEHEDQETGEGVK
FBW7 act: activators of human E3 ligase FBW7; Q969H0; AlphaScreen FBW7–phospho-cyclin E peptide binding, activator screen; normalized activity (activation), % at 26.1 µM; actives 0.13% (n = 650,000); AID 1259310; in the data active = normalized activity above about 1.9%;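 note: purified mutant Fbw7 with reduced substrate affinity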
MITF inh: human MITF inhibition, primary screen; O75030; AlphaScreen MITF homodimerization, bead proximity signal; inhibition, % at 2.6 µM; actives 0.91% (n = 650,000); in the data active = inhibition above about 50%;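 note: 0% = vehicle wells with protein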
Target sequence (O75030 whole entry, looked up): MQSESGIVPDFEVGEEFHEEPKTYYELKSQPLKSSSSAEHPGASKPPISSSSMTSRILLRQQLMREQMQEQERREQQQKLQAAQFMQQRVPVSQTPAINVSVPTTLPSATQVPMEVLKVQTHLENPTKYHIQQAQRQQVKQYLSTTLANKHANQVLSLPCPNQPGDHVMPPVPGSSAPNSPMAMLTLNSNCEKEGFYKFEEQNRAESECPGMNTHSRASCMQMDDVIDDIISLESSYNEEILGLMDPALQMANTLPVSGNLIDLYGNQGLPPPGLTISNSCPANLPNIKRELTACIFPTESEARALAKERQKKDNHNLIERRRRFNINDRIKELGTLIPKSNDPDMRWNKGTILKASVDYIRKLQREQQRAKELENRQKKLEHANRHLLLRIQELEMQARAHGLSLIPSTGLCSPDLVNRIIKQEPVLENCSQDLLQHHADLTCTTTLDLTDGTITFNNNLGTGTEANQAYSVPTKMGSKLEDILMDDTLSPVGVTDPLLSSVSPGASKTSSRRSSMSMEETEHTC
TEAD-YAP block: TEAD-YAP interaction inhibition. HEK-TIYL cells, TEAD-Gal4/YAP UAS-luciferase luminescence. inhibition, % at 9.12 µM. actives 1.4% (n = 640,000); in the data active = inhibition above about 32%;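 note: 0% = median of test compound wells and 100% = reference inhibitor wells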
Active calls of the source: *.

`NC(=O)C1CCN(C2CC(=O)N(c3ccc(OC(F)(F)Cl)cc3)C2=O)CC1` (stereo not given) gave GPR151 activ -1.5, FBW7 act 0.3, MITF inh 15.4 and TEAD-YAP block -2.2.
CCOC(=O)C1CCN(CCC(=O)Nc2cc(C)ccc2C)CC1 was read as GPR151 activ 1.0, FBW7 act -0.1, MITF inh -5.4 and TEAD-YAP block 2.4.
Screening COCCN(CCOC)c1nc(-c2ccc(Cl)cc2)nc2ccccc12 returned GPR151 activ -1.0, FBW7 act 0.1, MITF inh 3.0 and TEAD-YAP block -7.0.
Screening CCOC(=O)C1CCC(CN(Cc2c(Cl)cccc2Cl)S(=O)(=O)c2ccc([N+](=O)[O-])cc2)CC1 (stereo not given) returned GPR151 activ 0.0, FBW7 act -0.1, MITF inh 1.2 and TEAD-YAP block -2.5.
Screening Cc1nc(N2CCOCC2)c2c(C)c(C(=O)Nc3ccc(C)c(Cl)c3)sc2n1 returned GPR151 activ 3.5, FBW7 act 0.1, MITF inh 8.5 and TEAD-YAP block -1.3.
CSc1ccc(C2C(C(=O)OC(C)C)=C(C)N=C3SCCC(=O)N32)cc1 (stereo not given) was read as GPR151 activ 1.7, FBW7 act 0.1, MITF inh 11.4 and TEAD-YAP block 0.1.
For CN(C(=O)CN1C(=O)c2ccccc2C1=O)c1ccccc1 the results were GPR151 activ -1.4, FBW7 act -0.1, MITF inh 0.2 and TEAD-YAP block 4.6.
For Nc1nonc1C(=O)NCCNC(=O)c1cccc(F)c1 the results were GPR151 activ 1.7, FBW7 act -0.1, MITF inh 14.3 and TEAD-YAP block 6.9.
CCCCSc1nc2sc3c(c2c(=O)n1Cc1ccccc1)CCCCC3 was read as GPR151 activ 0.0, FBW7 act 0.6, MITF inh 10.5 and TEAD-YAP block 9.9.
COCCCN1C(=O)C(=O)/C(=C(\O)c2ccccc2)C1c1ccccc1OC (stereo not given) was read as GPR151 activ 0.2, FBW7 act 0.8, MITF inh 25.6 and TEAD-YAP block -11.6.
Screening CCOc1ccc(-c2nc3n(c(=O)c2C#N)CCCS3)cc1 returned GPR151 activ 0.1, FBW7 act 0.0, MITF inh -0.8 and TEAD-YAP block 0.0.
Screening COCc1nn2c(N)c(-c3ccccc3)cnc2c1-c1ccccc1 returned GPR151 activ 0.1, FBW7 act -0.1, MITF inh -25.3 and TEAD-YAP block -33.1.
Screening CC(=O)Nc1ccc(NC(=O)C(c2ccccc2)N2Cc3ccccc3C2=O)cc1 (stereo not given) returned GPR151 activ 0.5, FBW7 act 0.6, MITF inh 5.4 and TEAD-YAP block -3.8.
For COc1cc(C(=O)Nc2ccc(NC(=O)c3ccc(F)cc3)nc2)cc(OC)c1OC the results were GPR151 activ -0.1, FBW7 act 0.2, MITF inh 1.3 and TEAD-YAP block 5.5.
O=C(Cn1ncc2cccn2c1=O)NCCc1ccccc1 was read as GPR151 activ 0.0, FBW7 act 0.1, MITF inh 8.4 and TEAD-YAP block -11.8.
Screening CC(=O)Nc1ccccc1C(=O)OCC(=O)c1ccc(C)c([N+](=O)[O-])c1 returned GPR151 activ -0.9, FBW7 act 1.3, MITF inh 17.1 and TEAD-YAP block 6.1.
CC(C)NC(NC(=O)/C=C/c1ccccc1)C(Cl)(Cl)Cl (stereo not given) was read as GPR151 activ 0.4, FBW7 act 0.0, MITF inh 19.2 and TEAD-YAP block -5.0.
CN(Cc1ccccc1)c1nnc(NC(=O)Nc2cc(Cl)ccc2Cl)s1 was read as GPR151 activ 2.3, FBW7 act 0.0, MITF inh 1.6 and TEAD-YAP block -6.4.
For COc1cc(C(c2sc3nc(C)nn3c2O)N2CCOCC2)cc(OC)c1OC (stereo not given) the results were GPR151 activ -0.9, FBW7 act 0.0, MITF inh 8.1 and TEAD-YAP block 4.4.
Screening O=C(NCCCN1CCCC1)c1ccc2c(Cl)c3c(nc2c1)CCC3 returned GPR151 activ -0.4, FBW7 act -0.2, MITF inh 0.0 and TEAD-YAP block -11.5.
Screening Cc1cccc(N2C(=O)NC(=O)/C(=C\c3ccc(OCC(=O)O)c(Cl)c3)C2=O)c1C returned GPR151 activ 2.5, FBW7 act -0.4, MITF inh 12.1 and TEAD-YAP block 8.5.
`O=C(COc1ccccc1)N1CCc2ccccc21` gave GPR151 activ -2.6, FBW7 act 0.1, MITF inh 17.2 and TEAD-YAP block -45.5.
`Cc1cc(NC(=O)CSc2nnc3ccccn23)no1` gave GPR151 activ -1.6, FBW7 act 0.0, MITF inh -10.7 and TEAD-YAP block -7.8.
Cc1ccc(C(O)(C(=O)NN(C(=O)c2cccnc2N2CCCCC2)c2ccccc2)c2ccc(C)cc2)cc1 was read as GPR151 activ 0.1, FBW7 act -0.1, MITF inh 4.9 and TEAD-YAP block 11.7.
For Cc1ccc(CCNS(=O)(=O)c2ccc3c(c2)CCN3C(=O)C2CC2)cc1 the results were GPR151 activ 3.8, FBW7 act -0.5, MITF inh -1.7 and TEAD-YAP block -22.1.
Screening O=C(/C=C/c1ccc([N+](=O)[O-])cc1)Nc1ccc(Cl)cc1F returned GPR151 activ 0.9, FBW7 act -0.3, MITF inh -13.8 and TEAD-YAP block -7.4.
`COc1ccccc1/C(C)=N/NC(=S)NCc1ccccc1` gave GPR151 activ 0.9, FBW7 act -0.1, MITF inh -11.1 and TEAD-YAP block 0.0.
CC1CCCCN1C(=O)CSc1nnc(-c2ccco2)n1Cc1ccco1 (stereo not given) was read as GPR151 activ 4.8, FBW7 act 0.2, MITF inh 1.8 and TEAD-YAP block -37.2.
`O=C(c1ccccc1[N+](=O)[O-])N1CCN(c2nc(-c3ccc(F)cc3)cs2)CC1` gave GPR151 activ 0.1, FBW7 act -0.1, MITF inh 11.3 and TEAD-YAP block -11.0.
For COc1ccc(/C=N/NC2=NCCCCC2)c(OC)c1 the results were GPR151 activ 0.4, FBW7 act 0.1, MITF inh 3.6 and TEAD-YAP block -1.9.
`Cc1cccn2c(NC(=O)c3ccccc3)c(-c3ccccc3)nc12` gave GPR151 activ -1.2, FBW7 act -0.2, MITF inh 2.3 and TEAD-YAP block -5.8.
Screening COc1ccc(NC(=O)Cn2c(=O)n(C(C)C)c(=O)c3oc4ccccc4c32)cc1Cl returned GPR151 activ 0.8, FBW7 act 0.0, MITF inh -8.7 and TEAD-YAP block 15.1.
For O=C(NCc1ccccc1)c1ccc2nc(NCc3cccnc3)sc2c1 the results were GPR151 activ 2.4, FBW7 act -0.2, MITF inh -0.9 and TEAD-YAP block -20.8.
Screening COc1ccc(CNC(=O)CSc2ccc(-c3nc4ccccc4[nH]3)cn2)cc1 returned GPR151 activ -1.8, FBW7 act 0.0, MITF inh -2.8 and TEAD-YAP block -12.7.
Screening CCC(C)NC(=O)C1CCCN(S(=O)(=O)c2c(C)noc2C)C1 (stereo not given) returned GPR151 activ 1.3, FBW7 act 0.0, MITF inh -0.6 and TEAD-YAP block 2.9.
CCCCN(C)C(=O)c1nc2ccccn2c1CN(C)Cc1csc(C)n1 was read as GPR151 activ -0.2, FBW7 act -0.2, MITF inh -0.2 and TEAD-YAP block 12.7.
Screening CCCCNC(=O)c1cn(C)c2ccc(S(=O)(=O)N3CCCC3)cc2c1=O returned GPR151 activ 1.9, FBW7 act -0.6, MITF inh 4.3 and TEAD-YAP block -4.5.
`CC(=O)c1ccc(NC(=O)/C(=C/c2ccccc2)NC(=O)c2ccccc2)cc1` gave GPR151 activ 0.0, FBW7 act 0.2, MITF inh -2.3 and TEAD-YAP block 0.9.
O=C(O)/C=C/C(=O)NNc1ncnc2ccccc12 was read as GPR151 activ 0.8, FBW7 act 0.0, MITF inh 2.9 and TEAD-YAP block -5.0.
Screening CN1CCN(C(=O)c2ccc(F)c(F)c2)CC1 returned GPR151 activ 0.4, FBW7 act 0.2, MITF inh 10.2 and TEAD-YAP block -2.6.
Cc1ccc(Cn2c(=O)c3ccccc3n3c(=S)[nH]nc23)cc1 was read as GPR151 activ 1.0, FBW7 act -0.1, MITF inh -3.2 and TEAD-YAP block -2.4.
`CCOC(=O)c1c(C)n(CCc2ccc(Cl)cc2)c2ccc(O)cc12` gave GPR151 activ -0.7, FBW7 act 0.1, MITF inh 5.5 and TEAD-YAP block 4.5.
`CCOC(=O)c1ccc(NC(=O)CN(CCc2ccccc2)S(=O)(=O)c2ccc(C)cc2)cc1` gave GPR151 activ 1.2, FBW7 act 0.2, MITF inh -3.2 and TEAD-YAP block -9.1.
CCOC(=O)CSC1=C(C#N)C(c2ccc3c(c2)OCO3)C2=C(CCCC2=O)N1 (stereo not given) was read as GPR151 activ -1.3, FBW7 act 0.2, MITF inh 13.7 and TEAD-YAP block -0.9.
`COc1cccc(-n2cc(C(=O)Nc3ccc(C(C)=O)cc3)c3ccccc3c2=O)c1` gave GPR151 activ -0.5, FBW7 act -0.3, MITF inh -8.7 and TEAD-YAP block 17.4.

Ordered by length of the SMILES (smallest number first): some entries from above
Screening CN1CCN(C(=O)c2ccc(F)c(F)c2)CC1 returned GPR151 activ 0.4, FBW7 act 0.2, MITF inh 10.2 and TEAD-YAP block -2.6.
`Cc1cccn2c(NC(=O)c3ccccc3)c(-c3ccccc3)nc12` gave GPR151 activ -1.2, FBW7 act -0.2, MITF inh 2.3 and TEAD-YAP block -5.8.
CCCCN(C)C(=O)c1nc2ccccn2c1CN(C)Cc1csc(C)n1 was read as GPR151 activ -0.2, FBW7 act -0.2, MITF inh -0.2 and TEAD-YAP block 12.7.
Screening COc1ccc(CNC(=O)CSc2ccc(-c3nc4ccccc4[nH]3)cn2)cc1 returned GPR151 activ -1.8, FBW7 act 0.0, MITF inh -2.8 and TEAD-YAP block -12.7.
`CCOC(=O)c1ccc(NC(=O)CN(CCc2ccccc2)S(=O)(=O)c2ccc(C)cc2)cc1` gave GPR151 activ 1.2, FBW7 act 0.2, MITF inh -3.2 and TEAD-YAP block -9.1.

(next part)
`COc1ccc(NCc2ccc(OC)c(C)c2)cc1` gave GPR151 activ -0.8, FBW7 act 0.3, MITF inh 15.7 and TEAD-YAP block 7.0.
Screening Cc1cc(I)ccc1NC(=O)COC(=O)c1ccc[nH]c1=O returned GPR151 activ 0.7, FBW7 act 0.1, MITF inh 4.1 and TEAD-YAP block 15.0.
Screening COc1cc(C2NC(=O)NC(C)=C2C(=O)OCCOC(C)C)ccc1OCc1ccccc1 (stereo not given) returned GPR151 activ -1.0, FBW7 act -0.2, MITF inh -2.6 and TEAD-YAP block -7.2.
For Cc1ccc2c(c1)C(c1ccccc1)=NNC(c1ccncc1)=N2 the results were GPR151 activ -0.6, FBW7 act -0.1, MITF inh 13.4 and TEAD-YAP block 6.4.
`N#Cc1ccc(NC(=O)N2CCC3(CC2)OCc2cc(-c4ccco4)ccc2O3)cc1` gave GPR151 activ 1.0, FBW7 act -0.3, MITF inh 1.3 and TEAD-YAP block 1.7.
For COc1ccccc1C(=O)On1c(-c2cccc(Cl)c2)nc2ccccc2c1=O the results were GPR151 activ 0.9, FBW7 act -0.3, MITF inh -5.7 and TEAD-YAP block -1.5.
For O=C(CC1C(=O)NCCN1Cc1cccc(F)c1F)NC1CCCCCC1 (stereo not given) the results were GPR151 activ 0.9, FBW7 act 0.0, MITF inh 7.1 and TEAD-YAP block 4.8.
For O=C(Nc1ccc(N2CCCN(C(=O)C3CC3)CC2)cc1)c1cc2ccccc2[nH]1 the results were GPR151 activ -0.3, FBW7 act -0.3, MITF inh 3.2 and TEAD-YAP block -23.0.
For O=C(CCN1CCOCC1)Nc1ccc(OCc2ccccc2)cc1 the results were GPR151 activ -0.2, FBW7 act -0.1, MITF inh -8.2 and TEAD-YAP block -1.9.
For COc1ccc(OCc2cc(C(=O)NC(C)c3csc(C)n3)no2)c(Cl)c1 (stereo not given) the results were GPR151 activ 1.4, FBW7 act 0.0, MITF inh 0.6 and TEAD-YAP block -57.4.
`Cc1ccc(C2Oc3ccccc3C3=C2C(c2cccs2)n2ncnc2N3)cc1` (stereo not given) gave GPR151 activ -0.4, FBW7 act 0.0, MITF inh 6.3 and TEAD-YAP block -2.4.
`CCOC(=O)c1c(NC(=O)/C=C/c2ccc(OC)cc2)sc2c1CCC(C)C2` (stereo not given) gave GPR151 activ -0.3, FBW7 act -0.1, MITF inh 5.1 and TEAD-YAP block 2.8.
Screening Cc1ccsc1C=Nc1c[nH]c(=O)[nH]c1=O returned GPR151 activ 1.0, FBW7 act 0.0, MITF inh -2.7 and TEAD-YAP block -4.8.
Screening COC(CNC(=O)CCc1c(C)nc2c(c(C)nn2-c2ccc(C)cc2)c1C)OC returned GPR151 activ -0.4, FBW7 act 0.1, MITF inh -7.0 and TEAD-YAP block 1.0.
Screening Cc1ccc(NC(=O)c2c(NC(=O)c3cccs3)sc3c2CCC3)cc1 returned GPR151 activ -0.4, FBW7 act 0.1, MITF inh -13.9 and TEAD-YAP block -2.2.
For CN(C)N1C(N)=C(C#N)C(c2cccc(Cl)c2)C2=C1CCCC2=O (stereo not given) the results were GPR151 activ -0.3, FBW7 act 0.0, MITF inh 4.6 and TEAD-YAP block 4.2.
